KDM5B inhibitor – blocks human KDM5B histone demethylase activity. KDM5B demethylase, FDH-coupled NADH fluorescence (FDH is formaldehyde dehydrogenase). Q9UGL1. 220,000 compounds, 2.6% hits. Potency, µM (titrated, usually from 57.7 µM), for the others: top-dose activity change, negative = inhibition, usual class: inhibitors; active = well fitted inhibition curve with a large enough effect; inconclusive = small, poorly fitted or top-dose-only effect; inactive = no such curve, though single readings can be large or run the other way; also: 0% is about no effect; nearly all actives have a fitted effect of over 70% in size
Target sequence (Q9UGL1 whole entry, looked up): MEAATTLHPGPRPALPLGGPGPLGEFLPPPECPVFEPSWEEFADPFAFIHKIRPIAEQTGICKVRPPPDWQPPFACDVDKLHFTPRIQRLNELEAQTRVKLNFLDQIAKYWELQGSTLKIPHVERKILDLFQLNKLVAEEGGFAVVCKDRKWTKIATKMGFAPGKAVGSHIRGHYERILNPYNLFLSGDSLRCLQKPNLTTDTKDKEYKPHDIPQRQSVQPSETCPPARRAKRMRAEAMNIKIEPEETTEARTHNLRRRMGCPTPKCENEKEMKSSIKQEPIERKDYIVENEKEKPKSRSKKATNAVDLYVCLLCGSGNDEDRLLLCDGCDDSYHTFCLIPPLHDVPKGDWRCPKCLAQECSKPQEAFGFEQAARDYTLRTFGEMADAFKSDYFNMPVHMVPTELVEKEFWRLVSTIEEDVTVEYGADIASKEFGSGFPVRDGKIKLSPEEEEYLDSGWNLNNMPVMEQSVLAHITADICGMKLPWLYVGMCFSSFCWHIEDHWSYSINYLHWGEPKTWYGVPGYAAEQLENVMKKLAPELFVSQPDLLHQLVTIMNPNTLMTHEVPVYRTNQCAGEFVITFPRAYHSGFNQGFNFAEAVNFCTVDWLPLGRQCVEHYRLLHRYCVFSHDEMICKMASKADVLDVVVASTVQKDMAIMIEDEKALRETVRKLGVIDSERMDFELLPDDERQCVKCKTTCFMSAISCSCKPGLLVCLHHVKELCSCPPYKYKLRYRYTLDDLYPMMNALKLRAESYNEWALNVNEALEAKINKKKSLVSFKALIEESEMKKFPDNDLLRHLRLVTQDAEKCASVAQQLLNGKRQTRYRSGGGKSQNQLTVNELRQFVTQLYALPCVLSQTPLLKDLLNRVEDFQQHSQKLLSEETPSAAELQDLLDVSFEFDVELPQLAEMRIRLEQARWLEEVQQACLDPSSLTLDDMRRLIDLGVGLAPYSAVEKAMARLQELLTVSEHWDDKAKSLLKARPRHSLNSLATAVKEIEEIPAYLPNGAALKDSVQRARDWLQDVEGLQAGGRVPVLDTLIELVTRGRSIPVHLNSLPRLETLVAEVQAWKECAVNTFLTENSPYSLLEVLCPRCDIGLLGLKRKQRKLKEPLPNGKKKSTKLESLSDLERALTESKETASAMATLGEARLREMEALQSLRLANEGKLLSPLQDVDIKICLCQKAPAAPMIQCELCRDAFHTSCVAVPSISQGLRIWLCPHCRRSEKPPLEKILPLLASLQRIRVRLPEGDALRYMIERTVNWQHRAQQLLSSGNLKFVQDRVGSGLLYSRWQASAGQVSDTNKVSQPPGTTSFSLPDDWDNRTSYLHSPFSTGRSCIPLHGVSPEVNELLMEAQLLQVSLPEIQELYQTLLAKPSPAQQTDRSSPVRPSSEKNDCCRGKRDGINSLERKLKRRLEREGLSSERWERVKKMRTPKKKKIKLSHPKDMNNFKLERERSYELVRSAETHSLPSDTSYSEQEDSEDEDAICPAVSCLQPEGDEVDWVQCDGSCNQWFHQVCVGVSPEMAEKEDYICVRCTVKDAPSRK
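Here, H3K4me3 peptide (12.5 µM in substrate mix) is demethylated by KDM5BΔAP, 200 nM final, after 10 min compound exposure. Formaldehyde product is coupled through FDH (0.25 U/mL in mix) to NADH fluorescence; 30-min ΔRFU feeds dose-response curves.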
* = called active by the depositor; u = inconclusive; [ ] = another dose, or the depositor's remark. Potency is read from the fitted curve at half-maximal effect. Only part of the results is shown; rates above refer to the full screens.

SMILES	KDM5B inhibitor
O=C(NCCCc1ccccn1)c1ccc(C2CCCNC2)cc1 (configuration not stated)	15%
COc1cc(/C=C(/C#N)c2nc3ccccc3[nH]2)ccc1OCCc1ccccc1	u
CC(=O)Nc1nonc1-c1nnc(SCc2ccccc2C)n1C	-17%
Cc1ccc(S(=O)(=O)/N=C(/Nc2nc(C)cs2)c2ccccc2)cc1	-21%
Cc1c(C(=O)N(Cc2cccc(F)c2)C2CCS(=O)(=O)C2)oc2cc(Br)ccc12 (configuration not stated)	-15%
O=C(NCC1Cn2cccc2CN1Cc1ccccc1)C1CC1 (configuration not stated)	28µM*
Cc1ccc(S(=O)(=O)N2CCC(CCC(=O)NC3CC3)CC2)cc1	22%
O=C1CSC2(C(=O)Nc3ccccc32)N1c1cc(Cl)cc(Cl)c1 (configuration not stated)	9%
Cc1nc(C2(NC(=O)CCn3c(=O)oc4ccccc43)CCCCC2)no1	2%
Cc1cnc(C(=O)N2CCOCCNC(=O)[C@@H]3CCC[C@@H]32)cn1	18%
COCCCNC(=O)C1CCN(c2nc3ccc(Cl)cc3[nH]2)CC1	-12%
COCC(=O)NC1CCC12CCN(C(=O)COC)CC2 (configuration not stated)	-17%
COc1ccc(C(=O)CC(=O)C(=O)Nc2ccc(C)c(C)c2)cc1	u
CS(=O)Cc1cccc(C(=O)Nc2nc(-c3ccccn3)cs2)c1 (configuration not stated)	u
N#Cc1nc(-c2ccccc2)oc1N1CCN(c2ccccc2)CC1	u
O[C@H]1[C@H](NCc2ccccc2)[C@H]2CO[C@H](O2)[C@@H]1Sc1ccccc1	40%[86.2 µM]
COc1ccc(S(=O)(=O)N2CCN(C(=O)c3cn[nH]c3-c3ccccc3)CC2)cc1	11%
CCC(CC)C(=O)Nc1ccc([C@@H](O)[C@H]2COCC(=O)N2CC)cc1	19%[86.2 µM]
CC(C)c1ccc(NC(=O)COC(=O)/C=C/c2cccc3cccnc23)cc1	u
CCOc1cc(/C=N/O)ccc1OCC(N)=O	1%
CCc1cccc2c1N(C(=O)CCc1ncc(-c3c(F)cccc3F)o1)CC2	5%
CCC(CC)C(=O)N1CCC(OC2CCN(C)CC2)CC1	8%
O=C1N[C@H](CCC(=O)N2CCN(CCc3ccccn3)CC2)C(=O)Nc2ccccc21	-26%
Cc1ccc(C)c(CSc2nc3c(cnn3CCO)c(=O)[nH]2)c1	0%

Next section, starting with the last 7 of the part before.
SMILES	KDM5B inhibitor
CCC(CC)C(=O)Nc1ccc([C@@H](O)[C@H]2COCC(=O)N2CC)cc1	19%[86.2 µM]
CC(C)c1ccc(NC(=O)COC(=O)/C=C/c2cccc3cccnc23)cc1	u
CCOc1cc(/C=N/O)ccc1OCC(N)=O	1%
CCc1cccc2c1N(C(=O)CCc1ncc(-c3c(F)cccc3F)o1)CC2	5%
CCC(CC)C(=O)N1CCC(OC2CCN(C)CC2)CC1	8%
O=C1N[C@H](CCC(=O)N2CCN(CCc3ccccn3)CC2)C(=O)Nc2ccccc21	-26%
Cc1ccc(C)c(CSc2nc3c(cnn3CCO)c(=O)[nH]2)c1	0%
NC(=O)Cc1c[nH]c2ncc(-c3cccc(N4CCOCC4)c3)cc12	4%[86.2 µM]
CCC(CC)C(=O)Nc1nnc(C2CC(=O)N(c3ccc(Cl)cc3)C2)s1 (configuration not stated)	14%
CC(=O)Nc1ccc(NC(=O)Nc2ccc(Cl)cc2)cc1	25%
CC(C)Nc1nc(C(=O)Nc2ccc(Cn3cncn3)cc2)cs1	-6%
Cc1cc(C)cc(C(=O)N2CCCN(C)c3ccccc32)c1	7%
O=C(CCCn1c(=O)c2ccccc2n(Cc2ccc(F)cc2Cl)c1=O)NCCc1ccc(Cl)cc1	9%
COc1ccccc1N1CCN(CCCNC(=O)c2cnn(-c3cccc(Cl)c3)c2C2CCN(C(=O)OC(C)(C)C)CC2)CC1	u
CCc1ccc(NC(=O)CSc2nccn2-c2ccc(F)cc2)cc1	-23%
Cc1cc(C)n(C(C)CNS(=O)(=O)c2ccccc2)n1 (configuration not stated)	-18%
O=C(CN1CC2CC(C1)[C@H]1CCCC(=O)N1C2)NCc1ccccn1 (some centres not stated)	9%
O=C(NC1CCCC1)N1CCCCC1c1nc(-c2ccncc2)n[nH]1 (configuration not stated)	-9%
Cc1ccc(NC(=O)C=C2CCCCC2)cc1	10%
CC1(C)CC(=O)C2=C(C1)OC(N)=C(C#N)C2c1cccc(O)c1 (configuration not stated)	6%
Cc1nnc(NC(=O)CSc2nccn2Cc2ccc(F)cc2)s1	-29%
CC(=O)N1CC2(CCN(Cc3cccnc3)CC2)Cc2ccccc21	-7%[149 µM]
CCn1c(CCCOc2ccc(Cl)cc2C)n[nH]c1=S	2%
CCOC(=O)c1cc(C)n(CC2CCC(C(=O)Nc3ccc(Cl)cc3)CC2)c1C (configuration not stated)	-26%
Cc1noc(C)c1COc1ccc(C(=O)N2CCN(CC(=O)N3CCCC3)CC2)cc1	-14%
Cc1n[nH]c(C)c1CNC(=O)CCC1CCCN(S(=O)(=O)c2ccccc2F)C1 (configuration not stated)	u
Cc1nn(C)c(C)c1CCN(C)C(=O)C12CCCC=C1N(C1CCCC1)C(=O)CC2 (configuration not stated)	7%
CC(C)Oc1ccc2c(NC(=O)Cn3cccnc3=O)nn(CC(F)(F)F)c2c1	29%
COc1ccc(C2=NN(C(=O)c3cccs3)C(c3ccc4nccnc4c3)C2)cc1OC (configuration not stated)	-15%
Cc1ccc(C(=O)NC2CCCc3ccccc32)c(C)c1 (configuration not stated)	9%
COC(=O)c1ccc(NC(=O)c2c(NCc3cccc(F)c3)sc3c2CCCC3)cc1	u
O=C1CCN(S(=O)(=O)c2ccccc2)CCCN(Cc2ccncc2F)CCN1	-10%
COC(=O)CNC(=O)c1ccc(CSC)cc1	15%
Cc1ccc(NC(=O)N2CCC(Oc3ncccc3C(=O)N3CCOCC3)C2)c(Cl)c1 (configuration not stated)	2%
COc1cccc(-c2cc(C(=O)N3CCN(C(=O)c4ccc(Br)o4)CC3)[nH]n2)c1	2%
Cc1ccc(C(=O)N2CCCCC2CCN2CCCCC2)cc1 (configuration not stated)	7%
CCCCn1c(=O)[nH]c(=O)c2c1nc(CCC(=O)N1CCCCC1C)n2CC(C)C (configuration not stated)	21%
CCc1ccccc1NC(=O)c1cc2cccc(OC)c2oc1=O	15%
COc1cc(S(=O)(=O)N(Cc2cccc(OC)c2OC)CC2CCCO2)ccc1-n1cnnn1 (configuration not stated)	-4%
O=C(CCc1c[nH]c2ccccc12)NCCc1cccnc1	8%
CNC(=O)[C@@H]1CN(Cc2ccccc2OC(F)(F)F)C[C@H]1CO	31%
O=C(c1ccccc1)N1Cc2ccccc2CC2(CCN(Cc3ccccn3)C2)C1 (configuration not stated)	u
Cc1ccc2c(C(=O)N3CCCCCC3)cc(NC(=O)C3CC3)cc2n1	28µM*

Overlap with the part before: seven compounds, followed by the next part.
SMILES	KDM5B inhibitor
CCCCn1c(=O)[nH]c(=O)c2c1nc(CCC(=O)N1CCCCC1C)n2CC(C)C (configuration not stated)	21%
CCc1ccccc1NC(=O)c1cc2cccc(OC)c2oc1=O	15%
COc1cc(S(=O)(=O)N(Cc2cccc(OC)c2OC)CC2CCCO2)ccc1-n1cnnn1 (configuration not stated)	-4%
O=C(CCc1c[nH]c2ccccc12)NCCc1cccnc1	8%
CNC(=O)[C@@H]1CN(Cc2ccccc2OC(F)(F)F)C[C@H]1CO	31%
O=C(c1ccccc1)N1Cc2ccccc2CC2(CCN(Cc3ccccn3)C2)C1 (configuration not stated)	u
Cc1ccc2c(C(=O)N3CCCCCC3)cc(NC(=O)C3CC3)cc2n1	28µM*
Cc1ccc(C(=O)Nc2nnc(S(=O)(=O)N3CCCCCC3)s2)cc1	-3%
O=C1NC2(CCN(S(=O)(=O)c3ccccc3)CC2)Oc2ccccc21	-16%
Cc1cnc(C(=O)OCc2ccccc2Cl)cn1	20%
Cc1ccc(CN2C(=O)c3ccccc3S(=O)(=O)c3ccc(C(=O)OCC4CCCO4)cc32)cc1 (configuration not stated)	-21%
CN(c1ccccc1)c1cc(=O)c2ccnc(NCCc3ccccn3)c2o1	u
Cc1ccc(-n2ncc3c2CCCC3NC(=O)c2cnccn2)cc1C (configuration not stated)	-1%
CCc1ccc(NC(=O)C2CCN(c3nc4ccccc4nc3OC)CC2)cc1	-8%
COc1ccc(-c2nc3c(c(SCC(=O)Nc4ccc(C(=O)O)cc4)n2)Cc2ccccc2O3)cc1	-3%
Nc1ccc(S(=O)(=O)NC2=NCCCCC2)cc1	-14%
Cc1nc2sc(C)c(C)n2c(=O)c1S(=O)(=O)NCCc1ccc(Cl)cc1	u
CCSc1nc(CC(=O)NCc2ccc(S(N)(=O)=O)cc2)cs1	43%[activator]
CCc1ccc(NC(=O)c2ccc3c(c2)c(C)c(C)n3Cc2ccccc2)cc1	u
N#C/C(=C\c1cn(Cc2cccc(F)c2)c2ccccc12)C(N)=O	6%
CN1CCc2[nH]cnc2C12CCN(C(=O)c1cc(=O)[nH]c3ccccc13)CC2	20µM*
O=C(NCc1cccc(F)c1)C1CCCN(C(=O)N2CCOc3ccccc32)C1 (configuration not stated)	-15%
CCc1nc2ncc(C#N)c(N)n2n1	u
CCN1CCN(C(c2ccc(SC)cc2)c2c(O)cc(C)n(Cc3ccco3)c2=O)CC1 (configuration not stated)	u
O=C(NC1CCCCCCC1)C1CCN(C(=O)c2ncn3c2COC(c2ccc(Cl)cc2)C3)CC1 (configuration not stated)	9%
CCOc1ccc(NC(=O)c2cccc(CN3CCCC3=O)c2)cc1	-10%
O=C(Cc1ccc(F)cc1)N1CC(c2noc(C3CCCN3CC3CC3)n2)C1 (configuration not stated)	u
CCn1c(=O)n(CC)c2cc(S(=O)(=O)c3ccccc3)c(NC(=O)c3c(F)cccc3F)cc21	17%
COc1ccc(/C=C/C(=O)c2ccc(-c3ccccc3)cc2)cc1	-14%
CCOc1ccc(-c2nnc(SCC(=O)NCc3ccccc3)nc2-c2ccc(OCC)c(OC)c2)cc1OC	-28%
Cc1cc(NC(=O)CSc2nnc(NCc3ccco3)s2)no1	11%
CCc1ccc(C(=O)c2cn(CC(=O)NCCc3ccccc3)c3nc(C)ccc3c2=O)cc1	-12%
CCOc1ccc(CCNC(=O)c2csc3c2CCCCC3)cc1	u
O=C(/C=C/c1ccco1)N1CCN(c2ccc(F)cc2)CC1	-16%
CSc1ccc(Cl)c(C(=O)Nc2c(C)cc(C)cc2Cl)c1	-1%
COCC1(CNC(=O)c2nc3ccccc3[nH]2)C[C@@H](O)[C@@H](O)C1 (some centres not stated)	35µM*
COCc1nc(NCc2sc(COC)nc2C)cc(C2CC(N)C2)n1 (configuration not stated)	-8%
COCCn1c(CO)nnc1C1CC(NC(=O)c2ccc(F)cc2F)C1 (configuration not stated)	-9%
COc1ccc(/C=C2/CCn3c2nc2cc(Cl)ccc2c3=O)cc1O	-2%
CCCOCc1cc(CN2CCN(c3ccccc3OC)CC2)c(O)c2ncccc12	u
CCc1noc(-c2cn(C3CCCN(C(=O)c4ccc(F)cc4)C3)nn2)n1 (configuration not stated)	-12%
CC(C#N)OC(=O)c1ccc(CNC(=O)OC(C)(C)C)cc1 (configuration not stated)	3%
CCCNS(=O)(=O)c1ccc(OCC(=O)NCc2cccnc2)cc1	7%
COc1cccc(C(=O)N2CCCC(c3[nH]ccc3C(N)=O)C2)c1OC (configuration not stated)	20%
O=C1Nc2ccccc2Oc2cc(Oc3cccc(Cl)c3)ccc21	-7%
CNC(=O)[C@@H]1C[C@H](Oc2ccccc2)CN1C(=O)c1cc2ccccc2[nH]1	u
O=C(NCc1ccccc1)c1cnc2n1CCN(Cc1ccccc1F)CC2	-1%[86.2 µM]
CCn1cc(/C=C(\NC(=O)c2cc(OC)c(OC)c(OC)c2)C(=O)N2CCOCC2)c2ccccc21	-12%
O=C([C@@H]1C[C@H](Oc2cccnc2)CN1C(=O)NC1CCCCC1)N1CCCC1	-4%
CCN(CC)CCCNC(=O)c1c2c(nc3ccccc13)C(=O)N(C1CCCCC1)C2	u
CCC1CCCCN1CCCNC(=O)CSc1nc2nc(C)c(Cc3ccccc3)c(C)n2n1 (configuration not stated)	-18%
Cc1ccc2c(CN(C)CCOc3ccc(Br)cc3)cc(=O)oc2c1	-16%
CCC[C@@H]1CN(C(=O)c2cccc(N3CCS(=O)(=O)CC3)c2)C[C@H]1N(C)C	-8%
COC1CCC(C(=O)N2CCCn3nc(C)c(-c4ccccc4C(C)C)c32)CC1 (configuration not stated)	-14%[86.2 µM]
CCOc1ccc(NC(=O)N(Cc2ccc(CC)cc2)Cc2cn[nH]c2-c2ccc(OC)cc2)cc1	-22%
Cc1ccc(NC(=O)C2=C(c3ccccc3)NC(=S)NC2c2ccc(Cl)cc2)cc1 (configuration not stated)	u
COc1ccc(NCc2cc3cc4c(cc3n(CC(=O)Nc3ccc(C)c(C)c3)c2=O)OCO4)cc1	u
O=C(COCc1cc(-c2ccc3c(c2)OCO3)on1)N1CCN(c2cccc(Cl)c2)CC1	-10%
COc1ccc2c(C)c(CC(=O)Nc3cccc(Cl)c3)c(=O)oc2c1C	u

Reprinted at random: 2 records from the list, in no set order.
SMILES	KDM5B inhibitor
Cc1ccc(NC(=O)C2=C(c3ccccc3)NC(=S)NC2c2ccc(Cl)cc2)cc1 (configuration not stated)	u
O=C(COCc1cc(-c2ccc3c(c2)OCO3)on1)N1CCN(c2cccc(Cl)c2)CC1	-10%

Compound activity from PubChem.
